# Bioassay records deposited in PubChem by Broad Institute.
# AID1053144: Wnt/beta-catenin signaling activators, dose response, cell-based, iPS-derived NPC, luciferase, Wnt3a, cherry-pick (AID 1053144). NPC TCF/LEF luciferase reporter, Wnt3a EC25, 24 h. AC30 in µM for hits, for the others activation, % at the top dose, mostly 26 µM. 3,400 compounds, 4.8% hits;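 active = fitted curve reaches 30% activation at a concentration no higher than the top valid tested dose, luminescence rising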;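 also: wnt3a stimulus is conditioned medium from Wnt3a-transfected mouse L cells at 5% in well; 0% = neutral control wells and 100% = CHIR-99021 positive control wells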
# The depositor's hits bear a star.
SMILES,AID1053144
Cc1cc(NC(=O)c2ccccc2)ncc1NC(=O)c1ccco1,6%
COc1ccc(NC(=O)CC2C(=O)N(C)C(=S)N2Cc2ccc3c(c2)OCO3)cc1 (stereo not drawn),2%
CC(=O)Nc1ccc(-c2csc(Nc3ncccn3)n2)cc1,4%
O=C(CCNc1ccccc1)c1ccc2c(c1)OCO2,15%
Fc1ccc(-c2cn3cc(C(F)(F)F)cc(Cl)c3n2)cc1,6%
Cc1ccc(OC(=O)c2cccc([N+](=O)[O-])c2)c(-n2nc3ccccc3n2)c1,12%
O=C(N/N=C/c1cccs1)c1c[nH]c2ccccc12,9%
COc1cccc(NC(C)C(=O)N2CC(C)OC(C)C2)c1 (stereo not drawn),1%
Cc1ccc(O)c(N=Nc2ccccc2)n1,21%
O=C(Nc1ccccc1F)Nc1ccc([N+](=O)[O-])cc1Cl,2%
Nc1ccccc1SC1CC(=O)N(c2ccc3c(c2)OCCO3)C1=O (stereo not drawn),13%
C=C(C)CNC(=O)CCc1nnc(Cc2cccc(C(F)(F)F)c2)o1,17%
O=S(=O)(Nc1ccc2nc(-c3ccco3)[nH]c2c1)c1ccccc1,8%
Cc1ccc2nc(N3CCN(C(=O)c4ccco4)CC3)sc2c1,27%
Cc1ccc(Nc2cc(C)nc(-c3ccccc3O)n2)cc1,7%
Cc1ccc(S(=O)(=O)N(C)C)cc1NC(=O)CCc1ccccc1,2%
CC(C)c1ccc(OCc2ccc(C(=O)N(C)C)o2)cc1,13%
O=C(Nc1ccccc1)Nc1cccc2nsnc12,17%
CCCc1cc(C(=O)NC2CCCCC2)no1,18%
CCOC(=O)c1csc(NC(=O)c2cccs2)n1,19%
O=C(Nc1cccc2nsnc12)c1cccs1,18%
O=C(c1ccco1)N1CCN(S(=O)(=O)Cc2ccc(Cl)cc2)CC1,-1%
C=CCOc1ccc2c(OC)c3ccoc3nc2c1OC,7%
Cc1cc2nc(C3CCCN(C(=O)NCc4ccccc4)C3)[nH]c2cc1C (stereo not drawn),8%
COc1cc(CNc2ccc(N3CCN(C(C)=O)CC3)cc2)ccc1OCc1ccccc1,15%
SMILES,AID1053144
Cc1cnc(NC(=O)COc2ccccc2)s1,10%
CCCn1c(SCC(=O)NC2CCCCC2)nnc1-c1ccncc1,8%
Cc1ccc(NC(=O)c2ccc(OC(=O)c3cc4ccccc4o3)cc2)cc1,5%
Cc1ccc(Nc2nc(C(=O)N3CCC(C(=O)NC(C)C)CC3)cs2)cc1,-3%
O=C(Nc1nnc(-c2cccs2)s1)c1cccc(F)c1,10%
Cc1ccc2[nH]c(-c3cccc(N)c3)cc2c1,10%
O=C(NC(=O)c1ccc(F)cc1F)Nc1ccc(Cl)cc1,17%
C=CCn1c(-c2cc(-c3ccccc3)sc2N)n[nH]c1=S,1%
O=S(=O)(Cc1noc(-c2ccccc2Cl)n1)c1ccccn1,8%
CCN1CCN(c2ccc(NC(=O)c3ccc4c(c3)OCO4)cc2)CC1,6%
Nc1nonc1-c1noc(COc2ccccc2Cl)n1,8%
O=c1sc(N2CCN(c3ccccc3F)CC2)nc2ccsc12,6%
N/C(=N\OC(=O)c1ccoc1)c1ccc(Br)cc1,12%
Cc1ccc(/C=N/NC(=O)c2ccco2)s1,4%
COc1ccc(CN2CCCCC2C(=O)Nc2ccc(OC)c(OCC(C)C)c2)cc1OC (stereo not drawn),0%
Cc1ccc(CN(C)C(=O)c2ccc(S(=O)(=O)N3CCCCCC3)cc2)o1,6%
CCOC(=O)CN(C(=O)CSc1nnc(-c2ccncc2)n1CCCN(C)C)c1ccccc1,5%
c1ccc(-c2cc3ccccc3cn2)cc1,9%
O=C(Nc1ccc(Cl)cc1)Nc1nnc(Cc2ccc([N+](=O)[O-])cc2)s1,-3%
COc1ccc(CCNC(=O)C2CCN(S(=O)(=O)c3ccc(C)cc3)CC2)cc1OC,4%
Cc1cc(O)c(NC(=O)c2cccc([N+](=O)[O-])c2)cc1C,11µM*
N#Cc1cc2cc3c(cc2nc1N1CCCCC1)OCCO3,9%
Cc1ccc(NC(=O)CSc2nccn2Cc2ccco2)c(C)c1,6%
CCn1cnc2cc(NCc3ccc(Br)cc3)ccc21,15%
Cc1ccc(C(=O)Nc2ccc3ccccc3n2)cc1,8%
SMILES,AID1053144
CC1CCC2(CC1)NC(=O)N(Cc1cccc(C(F)(F)F)c1)C2=O (stereo not drawn),9%
Cc1cccc(-c2nnc(-c3cccc4ccccc34)o2)c1,6%
CCCc1cc(C(=O)Nc2cccnc2)no1,11%
O=C1Nc2ccccc2/C1=C/c1cnc(-c2ccccc2)[nH]1,8%
CCCCSc1nc(C(=O)O)cc(=O)[nH]1,4%
COc1ccc(NC(=O)CSc2nc(C)cs2)c([N+](=O)[O-])c1,15%
CCCC(=O)Nc1ccc(C(=O)COC(=O)C2CC2)cc1,5.6µM*
CC(=O)c1sc(Nc2nc3ccc(F)cc3s2)nc1C,7%
CCOC(=O)C1=C(C)NC(=O)C(C(N)=O)C1c1ccccc1 (stereo not drawn),0%
COC(=O)c1ccc(NC(=O)c2cccc(OC)c2)cc1,11%
O=C(O)C(Cc1c[nH]c2ccccc12)N1C(=O)c2ccccc2C1=O (stereo not drawn),2%
COc1ccc2oc(=O)c(C(=O)N3CCN(c4ccccc4C)CC3)cc2c1,18%
COc1cccc(C(=O)Nc2ccc(N(C)C)cc2)c1OC,13%
COc1ccc(/C(N)=N/OC(=O)c2cccs2)cc1,10%
COc1ccc(-n2nnc3c(SCC(=O)N4CCCc5ccccc54)ncnc32)cc1,15%
O=c1oc2c(O)cccc2cc1-c1nc2ccccc2[nH]1,4%
COc1cc(/C=C/C(=O)OCC(=O)NCCc2ccccc2)cc(OC)c1OC,1%
CN(C)c1ccnc2sc(C(=O)c3ccccc3)c(N)c12,14%
O=C(/C=C/c1ccccc1Cl)Nc1cccc(O)c1,7%
Clc1ccc(SCc2cn3ccsc3n2)cc1,8.8µM*
CCC(=O)NC1=C(Nc2ccc(N)cc2)C(=O)c2ccccc2C1=O,5.4µM*
Cc1ccc(NC(CC(=O)c2ccccc2)C(=O)O)cc1Cl (stereo not drawn),12%
Cc1cnc(NC(=O)CCNC(=O)c2ccccc2Cl)s1,5%
CCC1CCc2sc(C(=O)NCC3CCCO3)cc2C1 (stereo not drawn),6%
COc1ccccc1C(=O)O/N=C(\N)c1ccccn1,7%

# 4 of the compounds above, with the structure last:
AID1053144	mol
7%	C=CCOc1ccc2c(OC)c3ccoc3nc2c1OC
8%	Cc1cc2nc(C3CCCN(C(=O)NCc4ccccc4)C3)[nH]c2cc1C (stereo not drawn)
15%	COc1cc(CNc2ccc(N3CCN(C(C)=O)CC3)cc2)ccc1OCc1ccccc1
10%	Cc1cnc(NC(=O)COc2ccccc2)s1

# Next entries.
SMILES,AID1053144
Fc1ccc2cnc(C3=CCCCC3)cc2c1,-5%
CC(=O)Nc1cccc(NC(=O)c2cc3ccccc3o2)c1,8%
CC(C)NC(=O)N(C)C[C@H]1Oc2ccc(NC(=O)Nc3ccccc3)cc2C(=O)N([C@H](C)CO)C[C@@H]1C,0%
CCOc1ccccc1CNC(=O)c1cn(C)c(=O)c2c1c1ccccc1n2C,1%
Nc1nc(-c2nc3ccccc3[nH]2)cs1,8%
CC(=O)c1ccc(/C=C/c2nc3ccccc3n2C)o1,11%
CC(=O)Nc1cccc(NC(=O)c2ccc(C)c([N+](=O)[O-])c2)c1,1%
O=C(NN1C(=O)C2C3c4ccccc4C(c4ccccc43)[C@@H]2C1=O)c1ccccc1 (stereo partly drawn),1%
O=C(CCN1C(=O)C2CCCCC2C1=O)Nc1nc2c(F)cc(F)cc2s1 (stereo not drawn),12%
CC(CC(=O)Nc1ccc2c(c1)OCCO2)c1ccccc1 (stereo not drawn),7%
CC(OC(=O)c1ccc(-n2cnnn2)cc1)C(=O)Nc1ccccc1F (stereo not drawn),6%
O=C(N/N=C/c1ccc(Cl)cc1Cl)c1cccc(F)c1,14%
Oc1ccccc1-c1cc(-c2ccccc2)n[nH]1,22%
COc1ccc(C/C(C)=N\NC(=O)c2c[nH]c3ccccc23)cc1OC,19%
O=C(/C=C/c1ccccc1)NC(=O)c1ccccc1O,6%
COc1ccc(Nc2ccnc(Nc3ccc(OC)cc3)n2)cc1,1%
CC(C)c1ccc(/C=C2\SC(N3CCCC3)=NC2=O)cc1,1%
COn1c(-c2ccc(Cl)cc2)nc2ccc(Cl)cc21,3%
O=C(Nc1ccc(N2CCCC2)c(Cl)c1)c1ccco1,5%
CC1(C)CC(=O)C2=C(C1)c1c(ccc3ccccc13)NC2c1ccco1 (stereo not drawn),15µM*
COc1cccc(OCc2cc(C(=O)N3CCN(c4ccccc4OC)CC3)no2)c1,7%
COC(=O)c1ccc(NC(=O)Cc2ccccc2)cc1,7%
S=c1[nH]nc(-c2ccncc2)n1/N=C/c1cn(-c2ccccc2)nc1-c1ccc(Cl)cc1,-4%
O=C(O)c1ccc(NCc2cccnc2)cc1,0%
COc1cccc(-c2nc(-c3ccc(Br)o3)no2)c1,6%

# Looked up one by one from above, 2 records:
SMILES,AID1053144
O=C(NN1C(=O)C2C3c4ccccc4C(c4ccccc43)[C@@H]2C1=O)c1ccccc1 (stereo partly drawn),1%
CCOc1ccccc1CNC(=O)c1cn(C)c(=O)c2c1c1ccccc1n2C,1%

# The listing continues:
SMILES,AID1053144
Fc1ccccc1Cn1nnc(-c2ccc3c(c2)OCO3)n1,10%
COc1cc(Cl)ccc1OCc1cc(C(=O)N2C[C@@H]3CCC[C@H]2C3)no1,20%
Cc1ccc(C(=O)c2coc3ccc(O)c(Cl)c23)cc1,10%
CC(=O)C(/C=N/c1cc(-c2ccc(C)cc2)nn1-c1ccccc1)=C(\C)O,9%
COc1ccc(-c2cn(Cc3ccc(C(=O)c4ccccc4)cc3)nn2)cc1,12%
CCc1ccc(C(=O)COC(=O)c2cccc(N3C(=O)c4c(C)nc5ccccc5c4C3=O)c2)cc1,0%
Cc1c(CC(=O)N[C@H](C(=O)O)C(C)C)c(=O)oc2cc3c(cc12)CCC(C)(C)O3,6%
Clc1cc(Cl)c2nc(N3CCCC3)sc2c1,8%
CC(=O)NCC1(O)CCCC(C)C1 (stereo not drawn),15%
COc1ccccc1NC(=O)c1ccc2[nH]c(C)c(C)c2c1,17%
COc1ccc(NC(=O)c2cc(-c3ccco3)on2)cc1,9%
O=C1CSC(=S)N1/N=C/c1cccnc1,-1%
CC(=O)Nc1nc2cc3c(cc2s1)OCCO3,9%
Cc1cccc(N2CC(C(=O)NC3CCCCCC3)CC2=O)c1C (stereo not drawn),-1%
O=C(NCCOc1ccccc1F)c1ccc2c(=O)n3c(nc2c1)CCC3,8%
O=C(OCCOc1ccccc1)c1n[nH]c2ccccc12,21%
Cc1ccc(NC(=O)Nc2ccc3c(c2)OCO3)c(OC(F)F)c1,7%
O=S(=O)(c1ccccc1)n1ccc(-c2cnc(-c3ccccc3)s2)n1,9%
CCOC(=O)c1c(Nc2ccc(OC)cc2)n[nH]c1C,11µM*
Cc1cc2sc(NC(=O)c3ccco3)nc2cc1Cl,16%
COc1ccc(NS(=O)(=O)c2cn(C)c(=O)n(C)c2=O)cc1,2%
Cc1ccc(Nc2nc(C)cs2)cc1,7%
CC(=O)c1cccc2c(O)c(C3=Nc4ccccc4C3=O)[nH]c12,-4%
Cc1ccnc(NC(=O)c2ccc(OCC3CCCO3)cc2)c1 (stereo not drawn),-5%
Cc1c(/C=C/C(=O)c2cccs2)cnn1C,9%
SMILES,AID1053144
CN1CCN(C(=O)c2ccc(-c3cccs3)s2)CC1,6%
CCc1ccc(NCc2nc3ccccc3c(=O)[nH]2)cc1,4%
COc1cc2ccc(-c3ccc4ccccc4n3)cc2cc1OC,13%
CCOC(=O)c1cnc2c(-c3ccccc3)cnn2c1N,7%
O=C(CSc1nncs1)NC(=O)Nc1ccc2c(c1)OCCO2,12%
CCCc1cc2c(=O)c(-c3ccccn3)coc2cc1OC,0%

# Compounds above that have an aryl methoxy group, in the order listed:
SMILES,AID1053144
COc1ccc(NC(=O)CC2C(=O)N(C)C(=S)N2Cc2ccc3c(c2)OCO3)cc1 (stereo not drawn),2%
COc1cccc(NC(C)C(=O)N2CC(C)OC(C)C2)c1 (stereo not drawn),1%
C=CCOc1ccc2c(OC)c3ccoc3nc2c1OC,7%
COc1cc(CNc2ccc(N3CCN(C(C)=O)CC3)cc2)ccc1OCc1ccccc1,15%
COc1ccc(CN2CCCCC2C(=O)Nc2ccc(OC)c(OCC(C)C)c2)cc1OC (stereo not drawn),0%
COc1ccc(CCNC(=O)C2CCN(S(=O)(=O)c3ccc(C)cc3)CC2)cc1OC,4%
COc1ccc(NC(=O)CSc2nc(C)cs2)c([N+](=O)[O-])c1,15%
COC(=O)c1ccc(NC(=O)c2cccc(OC)c2)cc1,11%
COc1ccc2oc(=O)c(C(=O)N3CCN(c4ccccc4C)CC3)cc2c1,18%
COc1cccc(C(=O)Nc2ccc(N(C)C)cc2)c1OC,13%
COc1ccc(/C(N)=N/OC(=O)c2cccs2)cc1,10%
COc1ccc(-n2nnc3c(SCC(=O)N4CCCc5ccccc54)ncnc32)cc1,15%
COc1cc(/C=C/C(=O)OCC(=O)NCCc2ccccc2)cc(OC)c1OC,1%
COc1ccccc1C(=O)O/N=C(\N)c1ccccn1,7%
COc1ccc(C/C(C)=N\NC(=O)c2c[nH]c3ccccc23)cc1OC,19%
COc1ccc(Nc2ccnc(Nc3ccc(OC)cc3)n2)cc1,1%
COc1cccc(OCc2cc(C(=O)N3CCN(c4ccccc4OC)CC3)no2)c1,7%
COc1cccc(-c2nc(-c3ccc(Br)o3)no2)c1,6%
COc1cc(Cl)ccc1OCc1cc(C(=O)N2C[C@@H]3CCC[C@H]2C3)no1,20%
COc1ccc(-c2cn(Cc3ccc(C(=O)c4ccccc4)cc3)nn2)cc1,12%
COc1ccccc1NC(=O)c1ccc2[nH]c(C)c(C)c2c1,17%
COc1ccc(NC(=O)c2cc(-c3ccco3)on2)cc1,9%
CCOC(=O)c1c(Nc2ccc(OC)cc2)n[nH]c1C,11µM*
COc1ccc(NS(=O)(=O)c2cn(C)c(=O)n(C)c2=O)cc1,2%
COc1cc2ccc(-c3ccc4ccccc4n3)cc2cc1OC,13%
CCCc1cc2c(=O)c(-c3ccccn3)coc2cc1OC,0%

# Not all compounds are listed, so the mix of outcomes need not match the whole.
